Bioassay records: PubChem, National Center for Advancing Translational Sciences (NCATS)
rTrxR1 inhibitor = rat TrxR1 inhibition; recombinant rTrxR1, NADPH fluorescence consumption, selenite substrate; Potency, µM (titrated, usually from 114 µM), without a hit: top-dose activity change, negative = inhibition, usual class: inhibitors; 1% of 390,000 active; AID 588453; further: potency means the concentration at half of the fitted maximal effect; on the % scale 0 is the no-effect control and ±100 the full control effect; nearly all actives have a fitted effect of over 65% in size
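Rat TrxR1 (90 nM in the dispensed reagent) was pre-reduced with 400 uM NADPH for 5 min at room temperature, then incubated with compound for 15 min. After 400 uM selenite was added, NADPH fluorescence (Ex 340/Em 450 nm) was followed for 8 min.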
TRHR agonist = TRH receptor (human) agonism; TRHR cells, calcium flux fluo-8, FDSS agonist mode; activation, % at 2 µM; 0.18% of 360,000 active; in the data active means activation above about 30%; further: 0% is about no effect
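Read-out: compound-evoked intracellular calcium rise in TRHR cells, fluo-8 dye, kinetic FDSS fluorescence at 1 s/cycle following a 10-cycle baseline. Cells cultured overnight before dye loading (30 min–1.5 h, RT).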
Pin1 inh = blocks the human prolyl isomerase Pin1 | Pin1 FP peptide displacement, HiFluor488, 10 min | Potency, µM (titrated, usually from 115 µM), without a hit: at the top dose activity, negative = inhibition, most hits filed as inhibitors | 0.009% of 390,000 active | AID 504891; active means well fitted inhibition curve with a large enough effect in the polarisation, with a control signal flat, not every such curve was filed as active; inconclusive means small, poorly fitted or top-dose-only effect, or effect the other way, or a change in a side signal; inactive means no such curve, though single readings can be large or run the other way; the % refers to the polarisation; further: potency means the concentration at half of the fitted maximal effect; on the % scale 0 is the no-effect control and ±100 the full control effect
Target sequence (Q13526 whole entry, looked up): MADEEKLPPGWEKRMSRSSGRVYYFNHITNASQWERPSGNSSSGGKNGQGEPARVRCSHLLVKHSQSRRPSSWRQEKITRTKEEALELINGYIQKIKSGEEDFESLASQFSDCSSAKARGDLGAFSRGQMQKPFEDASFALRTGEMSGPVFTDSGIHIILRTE
USP1-UAF1 inh = inhibitors of human USP1/UAF1 deubiquitinase. Potency, µM (series often up to 57.1 µM), for the others: at the highest dose activity change, negative = inhibition, most hits filed as inhibitors. recombinant USP1/UAF1, Ub-Rhodamine cleavage fluorescence. 0.23% of 390,000 active. O94782; further: potency means the concentration at half of the fitted maximal effect; on the % scale 0 is the no-effect control and ±100 the full control effect; nearly all actives have a fitted effect of over 60% in size; inactives centre near -12
Target sequence (O94782 whole entry, looked up): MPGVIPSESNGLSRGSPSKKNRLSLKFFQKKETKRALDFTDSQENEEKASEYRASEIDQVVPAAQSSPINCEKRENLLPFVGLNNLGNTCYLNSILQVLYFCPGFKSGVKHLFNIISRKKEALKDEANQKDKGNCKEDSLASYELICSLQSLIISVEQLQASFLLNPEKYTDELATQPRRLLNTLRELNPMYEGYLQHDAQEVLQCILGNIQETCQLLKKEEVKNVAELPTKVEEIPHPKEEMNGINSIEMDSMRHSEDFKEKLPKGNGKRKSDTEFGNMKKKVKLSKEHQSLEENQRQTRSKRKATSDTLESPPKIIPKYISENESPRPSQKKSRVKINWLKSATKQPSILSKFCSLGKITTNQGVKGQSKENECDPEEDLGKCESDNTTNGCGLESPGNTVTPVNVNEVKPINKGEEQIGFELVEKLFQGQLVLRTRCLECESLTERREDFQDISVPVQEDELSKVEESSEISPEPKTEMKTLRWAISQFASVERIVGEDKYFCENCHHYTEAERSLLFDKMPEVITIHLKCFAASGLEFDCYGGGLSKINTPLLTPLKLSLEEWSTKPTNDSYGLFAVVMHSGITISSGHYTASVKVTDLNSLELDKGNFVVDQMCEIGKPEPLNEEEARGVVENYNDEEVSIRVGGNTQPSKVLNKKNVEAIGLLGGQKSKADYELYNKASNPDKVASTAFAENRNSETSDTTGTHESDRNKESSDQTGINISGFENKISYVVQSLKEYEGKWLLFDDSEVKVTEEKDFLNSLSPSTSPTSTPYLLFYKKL
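High-throughput fluorogenic screen: 1nM USP1/UAF1 complex, Ub-Rho substrate 150nM final, 50mM HEPES pH 7.8 with 0.5mM EDTA, 0.1 mg/ml BSA, 1mM TCEP and 0.01% Tween-20.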
TRHR PAM = allosteric enhancers of human TRH receptor | TRHR cells, fluo-8 calcium fluorescence, EC20 TRH enhancement | enhancement, % at 2 µM | 0.66% of 360,000 active; in the data active means enhancement above about 30%; further: 0% is about no effect
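TRHR-expressing cells loaded with fluo-8 calcium dye were read kinetically (ex 480/em 530) during compound addition, then stimulated with an EC20 of TRH (10 nM final). Enhancement of the Gq-mediated intracellular calcium response was scored.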
mIDH1 inhibitor = inhibitors of human mutant IDH1 R132H. O75874. IDH1-R132H enzyme, NADPH consumption, diaphorase/resazurin fluorescence. Potency, µM (highest dose often 76.6 µM), for inactives: at the top dose activity change, negative = inhibition, actives largely listed as inhibitors. 0.093% of 390,000 active. AID 602179; further: potency means the concentration at half of the fitted maximal effect; on the % scale 0 is the no-effect control and ±100 the full control effect; nearly all actives have a fitted effect of over 65% in size
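IDH1-R132H (0.5 ug/mL dispensed) in pH 7.5 Tris buffer was preincubated 30 min with compound, then given a substrate mix of 0.016 mM NADPH and 2 mM alpha-KG for 80 min at room temperature; remaining NADPH was read by diaphorase/resazurin fluorescence.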
D2 antagonist = antagonists of human D2 dopamine receptor; AID 485344; inhibition, % at 10 µM; P14416; 2% of 340,000 active; HEK293 TREx D2 cells, calcium flux, dopamine EC80; in the data active means inhibition above about 30%; further: 0% is about no effect
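Cells plated overnight at 30 C with tetracycline; no-wash calcium dye, 30–90 min RT; 10 s baseline; compound pinned; 180 s read; EC80 dopamine added; another 180 s read.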
D2 ag = D2 dopamine receptor (human) agonism | activation, % at 2 µM | 0.53% of 340,000 active | P14416 | AID 485358 | HEK293 T-REx D2 cells, calcium flux agonist mode;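 active means activation over 3 SD above normal in the single-dose calcium agonist read, cut at about 30% in these data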; further: 0% is about no effect
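Agonism is scored from calcium flux in a force-coupled, inducible HEK293 cell line expressing D2, read kinetically for 180 s after compound addition against dopamine controls.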
TrxR1 substrate = is turned over as a substrate by rat TrxR1. purified TrxR1 substrate turnover, NADPH consumption readout. Potency, µM (highest dose often 114 µM), without a hit: at the top dose activity change, negative = substrate turnover. 0.01% of 390,000 active. AID 588456; further: potency means the concentration at half of the fitted maximal effect; on the % scale 0 is the no-effect control and ±100 the full control effect; nearly all actives have a fitted effect of over 50% in size
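Rat TrxR1, dispensed at 90 nM, was prereduced with 400 uM NADPH (final) for 5 min at ~22 deg C, then incubated with compound 15 min before 400 uM selenite. A first-read NADPH fluorescence drop versus no-compound background flagged substrates.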
* = called active by the depositor; ? = inconclusive; · = not tested or not shown; [ ] = another dose, or the depositor's remark. Unless noted, the call rests on the fitted dose curve; in most records, active means well fitted inhibition curve with a large enough effect; inconclusive means small, poorly fitted or top-dose-only effect; inactive means no such curve, though single readings can be large or run the other way. The list is partial. The share of hits here may be higher or lower than overall.

SMILES	rTrxR1 inhibitor	TRHR agonist	Pin1 inh	USP1-UAF1 inh	TRHR PAM	mIDH1 inhibitor	D2 antagonist	D2 ag	TrxR1 substrate
CN1CCN(c2nc(-c3ccc(Cl)cc3Cl)nc3ccccc23)CC1	15%	-1.1	2%	-27%	-4	6%	19	-1.1	0%
COc1cccc(C(=S)N2CCOCC2)c1OS(=O)(=O)c1ccc(Cl)cc1	9%	-1.1	-12%	-20%	-4	1%	·	·	5%
COc1ccc(CNC(=O)c2cc3cccc(OC)c3oc2=N)cc1	-5%	-0.3	1%	-16%	-1	10%	-7	-0.8	1%
Cc1ncc(COC(=O)C(C)C)c2cc(C(=O)Nc3ccccc3C(F)(F)F)c(=O)oc12	3%[57.1 µM]	-0.7	0%	-4%	-3	-13%	·	1.4	2%[57.1 µM]
Nc1nc(-c2cccs2)c(NC(=O)c2ccccc2)s1	14%	0.4	2%	-5%	20	-8%	·	·	2%
CC(OC(=O)CCCc1c[nH]c2ccccc12)C(=O)Nc1ccc(S(N)(=O)=O)cc1 (stereo unspecified)	26%	0.4	?	-20%	-2	3%	-9	0.5	5%
N/C(=N\OC(=O)c1cc(-c2ccccc2)nc2ccccc12)c1ccc(Cl)cc1	3%	0.1	-6%	-6%	-3	0%	-8	-0.6	-6%
CCN1CCN(CCCNC(=O)Cn2cc3c(n2)CCCC3)CC1	-6%[57.1 µM]	-0.7	-12%	-21%	9	-6%	10	1.3	7%
CN(C)Cc1c(-c2ccc(Cl)cc2)nc2ccccn12	-3%	-0.4	-3%	-24%	3	-3%	0	0.0	7%
CC(=O)c1ccc(NC(=O)COC(=O)Cc2ccsc2)cc1	15%	·	9%	-20%	·	-6%	·	·	5%
Oc1ccc(CCNc2ncnc3ccc(Cl)cc23)cc1	7%	0.1	-1%	-24%	-5	-3%	-9	-1.1	-1%
CCCCNC(=O)c1ccc(-c2nc(CN3CCc4ccccc43)c(C)o2)cc1	-3%[57.1 µM]	-0.3	2%	-13%	-7	-8%	·	4.5	-8%[57.1 µM]
NC(=O)C1CCN(C(=O)CNC(=O)c2ccc(F)cc2)CC1	18%[57.1 µM]	·	-9%	-5%	·	4%	·	·	10%[57.1 µM]
O=C(NCCCN1CCCC1=O)c1ccc(NS(=O)(=O)c2ccc(F)cc2)cc1	10%	0.0	1%	-20%	-3	-13%	-4	2.3	2%
O=C1C(=O)N(Cc2ccccc2)C(c2cccc(O)c2)/C1=C(\O)c1ccc2c(c1)OCCO2 (stereo unspecified)	-15%	0.0	-1%	-9%	0	7%	-10	-0.4	-3%
CCCc1cc2c(=O)c(-c3ccccn3)coc2cc1OC	7%	-1.2	48%[activator]	-24%	-2	1%	0	0.3	7%
COc1ccccc1-n1c(=O)[nH]c2c(C(N)=O)nc(C3CCCCC3)nc21	20%	0.3	-3%	-18%	-10	3%	2	1.5	0%
CCCOc1ccc(-c2nc(-c3ccc(N)cc3)cs2)cc1	·	-2.1	·	·	10	·	-2	1.5	·
C#CCOCCOCCOCCNc1nc(N2CCN(C(=O)Cn3cc(CCCCN)nn3)CC2)nc(N2CCN(C(=O)[C@H](C(C)C)n3cc(CCO)nn3)CC2)n1	-12%[57.1 µM]	0.2	12%	-31%	1	2%	17	-0.3	-1%[57.1 µM]
O=C(CN1CCN(C/C=C/c2ccccc2)CC1)Nc1ccc(F)cc1F	6%	0.4	5%	-1%	4	2%	6	0.8	4%[57.1 µM]
CCc1ccc(NC(=O)c2ccc(F)c(S(=O)(=O)NCCc3ccc(OC)c(OC)c3)c2)cc1	-19%[57.1 µM]	-0.3	-5%	9%	-5	-4%	·	1.0	-9%[57.1 µM]
Cc1ccc(CNC(=O)c2oc3ccc(S(=O)(=O)N4CCC(C)CC4)cc3c2C)cc1	13%	0.5	39%[activator]	-20%	21	-10%	·	1.5	5%[2.29 µM]
CC(=O)c1cccc(NC(=S)NC(=O)c2ccc(Cl)cc2)c1	?	0.4	-1%	-16%	3	3%	-13	-0.7	0%
Cc1cc(C)n(-c2ccc(C(=O)Nc3ccc(S(=O)(=O)NCc4ccco4)cc3)cc2)n1	1%	-1.8	8%	-8%	1	3%	-16	-0.5	-3%
C=C1N(C)c2cc([N+](=O)[O-])c(N)cc2C1(C)C	?	0.8	-11%	-14%	2	7%	2	-0.8	1%[57.1 µM]
Cn1c(=NC(=O)C2=NNC(=O)CC2)sc2ccccc21	22%[57.1 µM]	-1.1	6%	2%	2	-2%	11	0.1	0%[57.1 µM]
CC1CN(C)C(c2ccccc2)C(C)C12NC(=O)NC2=O (stereo unspecified)	15%[57.1 µM]	-0.4	0%	0%	10	-5%	0	-1.4	-15%
Cc1cc(N2CCN(S(=O)(=O)c3ccc(Cl)cc3)CC2)c2ccccc2n1	12%[57.1 µM]	-1.0	2%	-7%	-14	-10%	-10	-1.3	11%
N/C(Cc1ccc(Cl)cc1Cl)=N\OC(=O)Cc1ccc(Cl)cc1	-5%[57.1 µM]	0.4	6%	-19%	3	4%	12	0.6	2%[57.1 µM]
CCOC(=O)C1(Cc2ccc(OC)cc2)CCN(C(=O)CN2CCCCC2=O)CC1	7%[57.1 µM]	0.0	-9%	-5%	7	-8%	-9	-0.3	3%[57.1 µM]
O=C(CSc1nc2ccccc2n1CC(=O)N1CCCC1)Nc1ccc2c(c1)OCO2	9%	-0.3	-9%	-13%	-3	2%	-17	-0.5	-3%
CCC(Sc1nc(C)cc(=O)[nH]1)C(=O)Nc1sc2c(c1C#N)CCCC2 (stereo unspecified)	17%	-1.0	1%	-10%	10	-2%	7	3.5	4%
CN1/C(=C\C(=S)NC(=O)c2cccc(Br)c2)C(C)(C)c2ccccc21	-7%	0.1	21%	-12%	-4	3%	6	-1.2	-7%
COC(=O)c1ccc(C(=O)OC)c(NC(=O)c2c(-c3ccccc3)noc2C)c1	7%	-0.8	5%	-6%	4	1%	·	-2.5	2%
CCc1nc(N)c(C#N)c(-c2ccc(O)c(OC)c2)c1C	-11%	-0.9	-1%	-7%	-1	0%	-3	0.2	-13%
CC(=O)N1CCC(N(Cc2ccco2)C(=O)Nc2ccc(C)c(Cl)c2)CC1	-5%	0.2	1%	-7%	8	18%	·	0.2	-3%
N#Cc1ccccc1S(=O)(=O)N1CCN(C(=O)[C@H](Cc2ccccc2)NC(=O)c2ccco2)CC1	12%	0.5	-7%	-1%	2	0%	4	0.0	-1%
Cn1c(-c2cnn(-c3ccccc3)c2N)n[nH]c1=S	-6%	0.8	1%	-10%	0	10%	11	0.5	0%
CSc1oc(-c2ccccc2)nc1S(=O)(=O)c1ccc(C)cc1	32%	0.5	13%	-20%	-2	5%	34*	2.5	18%
CC1CCN(C(=O)COC(=O)C2CCN(S(=O)(=O)c3c(Cl)cccc3Cl)CC2)CC1	-1%	0.7	1%	2%	-15	-5%	20	0.6	-10%

One compound at a time (already shown):
Cc1cc(C)n(-c2ccc(C(=O)Nc3ccc(S(=O)(=O)NCc4ccco4)cc3)cc2)n1 is listed as rTrxR1 inhibitor: 1%; TRHR agonist: -1.8; Pin1 inh: 8%; USP1-UAF1 inh: -8%; TRHR PAM: 1; mIDH1 inhibitor: 3%; D2 antagonist: -16; D2 ag: -0.5; TrxR1 substrate: -3%
CCOC(=O)C1(Cc2ccc(OC)cc2)CCN(C(=O)CN2CCCCC2=O)CC1 is listed as rTrxR1 inhibitor: 7%[57.1 µM]; TRHR agonist: 0.0; Pin1 inh: -9%; USP1-UAF1 inh: -5%; TRHR PAM: 7; mIDH1 inhibitor: -8%; D2 antagonist: -9; D2 ag: -0.3; TrxR1 substrate: 3%[57.1 µM]

The list goes on:
SMILES	rTrxR1 inhibitor	TRHR agonist	Pin1 inh	USP1-UAF1 inh	TRHR PAM	mIDH1 inhibitor	D2 antagonist	D2 ag	TrxR1 substrate
Cc1cc(NC(=O)CCC(=O)N(Cc2ccco2)C2(C(=O)NC3CCCC3)CCCCC2C)no1 (stereo unspecified)	-4%	0.2	0%	?	0	-3%	34*	1.0	-2%
CN(C(=O)CCc1nnc(Cc2ccc(-c3ccccc3)cc2)o1)C1CCOCC1	13%	0.7	3%	-1%	12	-1%	1	-0.6	-2%
O=C(O)CSCC(=O)Nc1ccccn1	22%[57.1 µM]	0.5	-2%	-14%	4	5%	4	0.6	-15%[57.1 µM]
CCCCCCCCC(=O)N/N=C(\C)c1ccco1	-6%	-0.8	-5%	-12%	8	9%	-10	-0.9	-6%
CCOc1ccccc1-c1nc(-c2cc3ccc(C)cc3[nH]c2=O)no1	22%	0.6	22%	-20%	8	0%	7	0.4	22%
COc1ccc(-n2nc(C(=O)NCC(=O)NC3CCCCC3)c3ccccc3c2=O)c(OC)c1	28%[57.1 µM]	-0.5	7%	-20%	0	1%	-8	1.0	8%[57.1 µM]
CC(=O)N1CCN2C(=O)C1CCCC(=O)c1cc(C)ccc12 (stereo unspecified)	-7%	0.2	0%	-20%	8	-3%	-6	0.0	-7%
O=C(/C=C/Nc1cccc(C(F)(F)F)c1)c1ccco1	-15%	-0.6	2%	-11%	-12	9%	-7	0.5	-11%
OCCCn1c(C2CCCN2c2nc(-c3ccc(Cl)cc3)cs2)nc2cc(Cl)c(N3CCCCC3)cc21 (stereo unspecified)	11%[57.1 µM]	·	18%	-29%	·	-8%	·	·	2%[57.1 µM]
COC(=O)c1c(C(=O)OC)c(-c2ccc(F)cc2)n2c1CS(=O)C2 (stereo unspecified)	8%	-0.1	0%	-8%	-2	-1%	-2	0.4	5%
NC(=O)C1CCN(C(=O)c2cc(S(=O)(=O)N3CCOCC3)c(Cl)cc2Cl)CC1	-11%	0.9	?	-19%	-6	0%	-1	1.2	-10%
Cc1ccc(C(=O)CCC(=O)OCc2nnc(-c3ccccc3)o2)cc1	15%	0.1	6%	-5%	1	0%	-4	0.4	4%
C[C@H](CO)N1C[C@H](C)[C@@H](CN(C)S(=O)(=O)c2cccs2)Oc2ccc(NC(=O)c3ccncc3)cc2C1=O	-15%[57.1 µM]	·	3%	-15%	·	0%	·	·	2%[57.1 µM]
